Screening data from PubChem BioAssay.
MazF activator – increases E. coli MazEF RNase cleavage of RNA | P0AE70 | FAM/BHQ RNA-DNA oligo cleavage fluorescence, 5 h | activation, % at 20 µM | actives 0.32% (n = 350,000); in the data active = activation above about 50%
GDH-TPI inh – inhibits GDH-TPI coupling enzymes, artifact for Mtb FBA screen | GDH-TPI coupled enzyme counterscreen, NADH absorbance | inhibition, % at 4.8 µM | actives 1.2% (n = 360,000) | AID 588335; in the data active = inhibition above about 30%;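 also: 0% = DMSO wells and 100% = wells lacking the enzyme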
FBA Mtb inh – Mtb fructose-bisphosphate aldolase inhibition; inhibition, % at 1 µM; purified M. tuberculosis FBA, fluorescence read-out; P9WQA3; actives 2.3% (n = 360,000); in the data active = inhibition above about 27%;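 also: 0% = vehicle and 100% = reference inhibitor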
VHR inh abs – blocks human VHR1 dual specificity phosphatase. actives 0.52% (n = 290,000). inhibition, % at 13.3 µM. AID 1654. recombinant VHR phosphatase, pNPP absorbance. P51452; in the data active = inhibition above about 50%; also: some compounds called inactive have numbers as strong as hits
Target sequence (P51452 whole entry, looked up): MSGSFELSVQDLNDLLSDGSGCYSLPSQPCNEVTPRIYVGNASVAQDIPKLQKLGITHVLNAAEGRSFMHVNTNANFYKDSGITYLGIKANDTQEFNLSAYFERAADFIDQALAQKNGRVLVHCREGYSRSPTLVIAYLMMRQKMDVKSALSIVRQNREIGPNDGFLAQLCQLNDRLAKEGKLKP
SSB-PriA inh – inhibitors of Klebsiella pneumoniae PriA binding to SSB C-terminal tail; AID 1272365; AlphaScreen SSBct-PriA binding, biotinylated peptide; actives 0.6% (n = 430,000); inhibition, % at 33 µM; in the data active = inhibition mostly above about 37%, no sharp cut-off; inactive = mostly below about 20%;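 also: plate controls were negative control peptide for no effect and reference peptide for full effect; strong numbers were not always called active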
Rv3671c protease – inhibits the M. tuberculosis serine protease Rv3671c | P9WHR9 | inhibition, % at 5.96 µM | actives 0.048% (n = 320,000) | AID 2606; in the data active = inhibition above about 38%;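 also: extracellular domain of Rv3671c used as enzyme; 0% = enzyme with DMSO and 100% = no enzyme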
Target sequence (P9WHR9 whole entry, looked up, the tested form may be a part): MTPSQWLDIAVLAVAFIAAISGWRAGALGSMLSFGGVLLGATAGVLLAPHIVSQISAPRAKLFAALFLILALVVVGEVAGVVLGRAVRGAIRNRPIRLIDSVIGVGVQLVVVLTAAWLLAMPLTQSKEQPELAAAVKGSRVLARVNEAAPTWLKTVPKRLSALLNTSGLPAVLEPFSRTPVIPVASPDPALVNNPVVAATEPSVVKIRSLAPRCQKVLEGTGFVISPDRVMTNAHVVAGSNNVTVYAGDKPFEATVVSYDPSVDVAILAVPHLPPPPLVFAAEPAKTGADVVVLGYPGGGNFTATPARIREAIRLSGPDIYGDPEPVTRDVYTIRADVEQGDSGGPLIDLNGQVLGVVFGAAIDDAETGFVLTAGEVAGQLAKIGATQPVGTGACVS
UGM FP inh – Mtb UDP-galactopyranose mutase inhibition; inhibition, % at 10 µM; purified UGM, fluorescence polarization probe displacement; P9WIQ1; actives 0.06% (n = 320,000); in the data active = inhibition above about 10%, passing the limit was not always enough
Target sequence (P9WIQ1 whole entry, looked up): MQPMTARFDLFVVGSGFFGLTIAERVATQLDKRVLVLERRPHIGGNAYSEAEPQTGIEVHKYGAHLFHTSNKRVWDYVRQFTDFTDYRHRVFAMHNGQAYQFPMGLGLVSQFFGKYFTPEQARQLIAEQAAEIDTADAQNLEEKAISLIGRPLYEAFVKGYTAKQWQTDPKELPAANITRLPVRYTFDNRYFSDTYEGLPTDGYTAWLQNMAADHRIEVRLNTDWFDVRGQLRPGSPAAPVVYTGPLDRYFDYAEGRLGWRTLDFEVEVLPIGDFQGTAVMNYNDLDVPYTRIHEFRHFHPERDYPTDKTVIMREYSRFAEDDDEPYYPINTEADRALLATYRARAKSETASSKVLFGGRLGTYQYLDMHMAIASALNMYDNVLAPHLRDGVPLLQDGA
SARS 3CLpro inh – SARS-CoV 3CLpro protease inhibition; P0C6X7; inhibition, % at 6 µM; AID 1706; recombinant SARS-CoV 3CLpro, quenched FRET peptide cleavage; actives 0.14% (n = 290,000); in the data active = inhibition above about 12%
BH1578 lux ind – inducers of Vibrio cholerae quorum light production without autoinducers; V. cholerae BH1578 lux reporter, luminescence, 6 h; activation, % at 18.7 µM; actives 0.16% (n = 350,000); in the data active = activation mostly above about 9.7%, no sharp cut-off; also: not every result past the cut was called active; inactives centre near 0; reference of the scale not given here
Mtb BioA inh – BioA (M. tuberculosis) enzyme inhibition; purified M. tuberculosis BioA enzyme, plate reader; inhibition, % at 9.99 µM; actives 0.096% (n = 360,000); in the data active = inhibition above about 40%
The depositor's hits bear a star; i = inactive; . = no result given; & = joins results of further samples. Not all compounds are listed; the hit share may differ from the screen's.

SMILES	MazF activator	GDH-TPI inh	FBA Mtb inh	VHR inh abs	SSB-PriA inh	Rv3671c protease	UGM FP inh	SARS 3CLpro inh	BH1578 lux ind	Mtb BioA inh
COc1ccccc1NS(=O)(=O)c1ccc(C)c(NC(=O)C2CCCO2)c1 (centres undefined)	-6	2	-3	.	-1	4	-1.9	.	i	-1.3
Cc1ccnc(NS(=O)(=O)c2ccc(NS(=O)(=O)c3ccc([N+](=O)[O-])cc3)cc2)n1	8	3	3	18	-7	3	2.1	3	i	-0.7
Cc1cc(C)n2nc(-c3ccco3)nc2n1	5	4	124*	-4	-2	3	1.4	5	i	.
CC(Sc1nc(N2CCOCC2)c2c(c1C#N)CC(C)(C)OC2)C(=O)O (centres undefined)	5	6	-2	17	5	-2	-0.9	3	i	-0.5
CC(=O)Nc1cccc(C(=O)/C=C/c2ccc(Br)cc2)c1	-10	24	1	5	7	-22	0.3	-4	i	.
CCC(CO)Oc1cc(NC(=O)c2ccc(Cl)cc2)c2ncn(C(C)C)c2c1 (centres undefined)	-1	12	2	.	1	3	-2.6	.	i	-0.3&0.4
CN(C(=O)Cn1cc([N+](=O)[O-])ccc1=O)C1CCCCC1	2	5	0	.	6	-3	0.1	.	i	-0.7
CC(=O)c1cccc(NC(=O)c2cc(C)nn2-c2ccccc2)c1	-7	7	0	4	-21	1	-2.3	4	-0.6	-1.3
CCOC(=O)C1=C(C)C(c2ccccc2OC)NC(=O)N1 (centres undefined)	-4	-3	-2	-14	-21	-5	-1.3	3	i	2.8
Cc1ccc2c(c1)N(CC(=O)NC1CCCC1)C(=O)CO2	6	-6	1	14	-13	5	1.0	0	-0.2	.
Cc1cc(NC(=O)CSc2ccc3nnc(-c4cccs4)n3n2)no1	-2	14	-2	-16	-14	3	1.5	-1	-0.1	4.9
Cc1ccc(NS(=O)(=O)c2cc(C(=O)N3CCOCC3)ccc2C)cc1C	6	-1	1	-8	-5	-7	4.4	-6	i	-0.7
O=c1c2ccccc2[nH]c(=S)n1Cc1ccccc1	11	8	-4	-2	-11	1	0.4	7	-0.4	-1.9
COc1ccc(CCNC(=O)Nc2ccc3c(c2)c(=O)n(C)n3C)cc1OC	.	2	156*	.	.	.	.	.	0.4	0.6
CCOc1ccc(C(=O)Nc2c(C(=O)N3CCC(N4CCCCC4)CC3)oc3ccccc23)cc1	-4	-11	1	-3	13	-9	2.0	-4	2.2	0.4
Cc1ccc(NC(=O)CCCCCNS(=O)(=O)c2ccc(C)cc2)cc1	3	4	-3	-2	-6	7	0.9	0	-0.3	0.1
COc1ccc(C)cc1NC(=O)CN1c2cccc3cccc(c23)S1(=O)=O	-6	6	8	.	-13	-3	.	.	i	0.1
CC(=O)c1cccc(Nc2cc(C)nc3ccc(C)cc23)c1	9	20	2	-10	-1	1	-0.6	-2	-0.3	.
COc1ccc(NC(=O)CSCCc2ccccn2)cc1OC	-1	2	4	21	-5	7	1.2	9	-0.3	1.7
O=C(Nc1cc(C2CC2)nn1-c1ccccc1)c1ccc(F)cc1	7	1	2	.	-2	6	-2.1	.	0.0	0.0
Cc1ccc(C)c(S(=O)(=O)C(C#N)c2nc3ccccc3nc2N2CCOCC2)c1 (centres undefined)	-5	15	2	22	4	-5	5.0	-2	0.1	1.9
OCCCNc1ncnc2c1ncn2[C@H]1CN(Cc2ccc3c(c2)OCO3)C[C@@H](CO)O1	.	8	0	.	.	.	.	.	i	-0.9
Cc1ccc2c(c1)N(CCC(=O)NCc1cccnc1)C(=O)CO2	6	-5	1	24	-8	0	-1.8	-2	.	0.5
O=C(Nc1ccccc1)c1ccccc1NC(=O)[C@H]1CCCC[C@H]1C(=O)O	-1	-4	4	-8	12	1	2.4	-1	-2.4	-1.2
O=C(Nc1cccnc1Cl)C1=NN(c2ccccc2)C(=O)CC1	0	1	2	10	-7	-8	2.5	3	-0.2	0.6
CC(OC(=O)Cc1c[nH]c2ccccc12)C(=O)NC1(C#N)CCCCC1 (centres undefined)	-4	-3	2	7	-10	-2	0.1	-1	-3.9	-0.4
Cc1c(Cl)cccc1NC(=O)CSc1nnc(C)n1CC1CCCO1 (centres undefined)	11	16	-1	7	-4	2	4.8	7	-3.1	-0.5
O=C(CSc1nc(-c2ccc(F)cc2)cs1)Nc1ccccn1	-30	20	-1	8	-20	-38	0.0	7	-1.6	-1.2
O=C(NC1CCS(=O)(=O)C1)C12CC3CC(CC(C3)C1)C2 (centres undefined)	-5	-5	1	-7	-4	-2	2.6	8	i	1.3
O=C(CC1(O)C(=O)Nc2ccc(Br)cc21)c1ccc2c(c1)OCO2 (centres undefined)	4	-3	-1	26	-1	-4	2.0	-1	-0.3	-0.9
OC(c1ccccc1)(C1CCCCC1)C(CN1CCOCC1)c1ccccc1 (centres undefined)	0	0	2	.	6	-3	1.5	-1	-1.2	-1.0
CN(C)S(=O)(=O)N1CCCC(C(=O)c2ccc(C(F)(F)F)cc2)C1 (centres undefined)	6	1	4	43	-15	0	0.6	1	.	.
Cc1cccc(/C=N\Nc2cn[nH]c(=O)c2Cl)c1	10	44*	-3	25	.	-5	2.9	3	-0.6	-1.5
Cc1ccc(N(CC(=O)N2CCCC2)S(C)(=O)=O)cc1C	2	7	-1	58*	-3	-1	-0.9	-2	-0.8	1.1
Cc1cc(C(=O)N2CCCC2(C)C(=O)O)c(C)o1 (centres undefined)	.	-2	1	.	.	.	.	.	i	-0.8
COC(=O)c1ccc(NC(=O)CSc2nc(=O)n3cccc(C)c3n2)cc1	0	17	0	.	-2	0	1.4	.	-0.3	-1.4
COc1ccc(Cc2nc3ccc(C(=O)NCC4COCCO4)cc3o2)cc1OC (centres undefined)	0	11	0	21	-17	12	1.3	2	-1.8	0.9
O=CN1CCN(C(=O)c2ccc(-c3nc4ccccc4s3)s2)CC1	-16	24	14	14	-2	-2	-2.9	4	i	.
Cc1cccc(NC(=O)N2CCN(Cc3ccccc3)CC2)c1	-2	-5	0	22	-2	4	2.7	-6	-0.7	1.5
Cc1cc(C)nc(NS(=O)(=O)c2ccc(NC(=O)C3COc4ccccc4O3)cc2)n1 (centres undefined)	-9	-1	0	38	-7	1	-0.7	-1	i	.

Entries of single compounds, looked up by structure. Order of values: MazF activator	GDH-TPI inh	FBA Mtb inh	VHR inh abs	SSB-PriA inh	Rv3671c protease	UGM FP inh	SARS 3CLpro inh	BH1578 lux ind	Mtb BioA inh
O=C(CSc1nc(-c2ccc(F)cc2)cs1)Nc1ccccn1 is listed with -30	20	-1	8	-20	-38	0.0	7	-1.6	-1.2
O=c1c2ccccc2[nH]c(=S)n1Cc1ccccc1 is listed with 11	8	-4	-2	-11	1	0.4	7	-0.4	-1.9
CCC(CO)Oc1cc(NC(=O)c2ccc(Cl)cc2)c2ncn(C(C)C)c2c1 (centres undefined) is listed with -1	12	2	.	1	3	-2.6	.	i	-0.3&0.4

Additional records
SMILES	MazF activator	GDH-TPI inh	FBA Mtb inh	VHR inh abs	SSB-PriA inh	Rv3671c protease	UGM FP inh	SARS 3CLpro inh	BH1578 lux ind	Mtb BioA inh
COCc1nnc(NC(=O)c2ccc(S(=O)(=O)N3CCCC3)cc2)o1	-3	4	1	-24	20	-3	2.8	2	-0.3	-2.0
COc1ccc(NC(=O)c2ccccc2NS(=O)(=O)c2ccc(CNC(C)=O)cc2)c(OC)c1	12	11	0	-20	2	1	-1.3	-6	-5.6	1.2
COc1ccc(-c2csc3nc(-c4ccccc4F)oc(=O)c23)cc1	9	-3	0	16	-9	2	-1.5	5	-0.5	0.9
CCC(CC)C(=O)N(C)c1c(C)nc2c(OCc3ccccc3C(=O)OC)cccn12	.	3	-1	.	.	.	.	.	i	9.8
COc1ccccc1NC(=O)NC1(C(=O)N2CCOCC2)CCCCC1	12	-4	1	17	-9	4	3.1	-8	-0.3	.
O=C1C=C(N2CCOCC2)C2(CCCCC2)O1	10	6	-2	29	-13	-3	-1.3	4	i	.
O=C(Nc1ccc(CN2CCOCC2)cc1)c1cc(Cl)ccc1Cl	13	-4	-2	0	-16	.	0.1	-1	i	-4.4
O=S1(=O)c2c(Oc3cccc4ccccc34)cccc2OC(COCc2ccccc2)CN1C1CCCC1 (centres undefined)	4	-3	1	.	-4	.	.	.	-0.6	-0.2
Cc1ccc(-n2nnnc2SCC(=O)Nc2ccccc2N2CCCCC2)cc1C	-3	0	0	14	-6	3	0.6	-2	.	-1.6
CC(C)(C)CNC(=O)C1(C)CCN1C(=O)c1ccccc1CCc1ccccc1 (centres undefined)	.	16	2	.	.	.	.	.	i	-1.2
CC1=CC2=NC(=O)CC(C)(C(=O)N(CC(=O)NC(C)(C)C)Cc3ccccc3)N2C=C1 (centres undefined)	2	-1	39*	-1	5	-5	-0.5	2	-0.2	0.2
Cc1c(C(=O)NN)[nH]c2ccc([N+](=O)[O-])cc12	3	9	-1	31	-11	-34	0.9	-1	0.0	-0.5
Cc1cccc(SCc2noc(C(=O)NCC3CCCO3)c2C(=O)O)c1 (centres undefined)	3	1	1	25	9	5	2.2	6	i	-1.0
COc1ccccc1NC(=O)C(C(C)C)N1C(=O)c2ccccc2C1=O (centres undefined)	4	0	0	9	-6	-5	-1.5	5	-0.3	-0.8
CCOCCn1c(SCCc2ccccc2)nc2c1c(=O)[nH]c(=O)n2C	-1	1	2	7	-13	-3	-0.9	3	i	1.7
CCC(C)N=C1SCC(C)(/C=N/O)S1 (centres undefined)	1	-5	0	-2	.	2	2.5	-1	1.8	-2.6
c1cncc(-c2nn3cnnc3s2)c1	3	-6	2	-11	-14	7	-0.2	2	i	-2.0
COc1ccc(C(=O)N2CCOCC2c2cc(C(=O)NCc3ccccc3)no2)cc1 (centres undefined)	.	7	1	.	.	.	.	.	i	0.8
Cc1ccc(C(=O)N2CC(C)OC(C)C2)cc1[N+](=O)[O-] (centres undefined)	14	2	1	12	-8	-10	0.0	5	-0.3	.
Cc1ccc(C(=O)Nc2ccc(C(=O)O)cc2)cc1S(=O)(=O)Nc1cccc([N+](=O)[O-])c1	-16	-1	1	-5	-10	-7	1.4	-4	-9.1	.

Compounds from the list above that have bromine:
SMILES	MazF activator	GDH-TPI inh	FBA Mtb inh	VHR inh abs	SSB-PriA inh	Rv3671c protease	UGM FP inh	SARS 3CLpro inh	BH1578 lux ind	Mtb BioA inh
CC(=O)Nc1cccc(C(=O)/C=C/c2ccc(Br)cc2)c1	-10	24	1	5	7	-22	0.3	-4	i	.
O=C(CC1(O)C(=O)Nc2ccc(Br)cc21)c1ccc2c(c1)OCO2 (centres undefined)	4	-3	-1	26	-1	-4	2.0	-1	-0.3	-0.9

(further entries)
SMILES	MazF activator	GDH-TPI inh	FBA Mtb inh	VHR inh abs	SSB-PriA inh	Rv3671c protease	UGM FP inh	SARS 3CLpro inh	BH1578 lux ind	Mtb BioA inh
C=CCC1Cc2c(cccc2[N+](=O)[O-])C(CC=C)N1 (centres undefined)	3	6	3	20	3	-5	0.4	0	-0.3	.
COC(C(=O)N/N=C(\C)CC(=O)Nc1ccc(N(C)C)cc1)c1ccccc1 (centres undefined)	2	2	4	2	.	-7	-0.8	1	i	.
O=C(CSc1nnc(CNC(=O)c2ccc(F)cc2)o1)NCc1ccccc1Cl	-8	-2	0	-5	-3	0	-0.1	4	-0.1	-1.1
O=C1OC(c2ccccc2)/C(=C(/O)c2ccccc2)C1=O (centres undefined)	8	19	1	42	.	-8	1.5	2	i	0.9
O=C(CSc1nnc(-c2ccccc2Cl)o1)N1CCCC1	8	-10	1	56*	-5	3	-1.7	0	-0.7	4.0
CCc1ccccc1NC(=S)N=Nc1c(O)n(C)c2ccc(S(=O)(=O)N3CCOCC3)cc12	10	19	-4	40	6	1	2.3	-3	-0.3	.
COc1cccc(-c2cnc3c(c2)C(=O)N([C@H](C)CO)C[C@@H](C)[C@H](CN(C)C(=O)Nc2ccccc2F)O3)c1	1	4	-4	.	.	.	.	.	-0.3	1.0
COc1ccc(C(=O)COC(=O)/C=C/c2ccccc2)cc1	3	1	3	15	-20	6	0.3	-1	i	-0.6
O=C(N/N=C/C1CC=CCC1)c1cc(Br)ccc1O (centres undefined)	5	1	-5	7	.	11	-0.1	1	-1.0	3.9
O=C(CSc1nc2ccc([N+](=O)[O-])cc2[nH]1)NC1CCCC1	-3	4	-1	-2	-5	-3	1.3	0	-0.3	.
